Source: PubChem BioAssay
UPR CHOP act: apoptotic UPR (CHOP) activation; CHO-CHOP luciferase reporter, luminescence; percent of tunicamycin response over DMSO baseline; 0.34% of 330,000 active; activation, % at 10 µM;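 active means at 10 µM dose, activation of 40% or more, normalized to positive control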;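 further: 100% = tunicamycin at 10 µg/mL and 0% = DMSO alone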
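Assay system: CHO-CHOP cells, stable luciferase reporter of PERK-eIF2a-CHOP signalling / Buffer or medium: F12 plus 10% serum / Compound dosing: one dose, 10 µM in 0.5% DMSO / Times: 6 h compound treatment, 37 °C / Technique: luciferase luminescence / Read-out: % reporter activation, DMSO baseline versus tunicamycin full activation / Benchmarks: tunicamycin and DMSO controls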
XBP1 UPR activ: adaptive UPR (XBP1) activation | CHO-XBP1 luciferase reporter, IRE1-XBP1 UPR activation, luminescence; percent of tunicamycin response, DMSO as zero | activation, % at 20 µM | 0.33% of 330,000 active;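 active means versus positive control, 20 µM dose yields 30% or more activation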;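 further: 100% = tunicamycin at 10 µg/mL and 0% = DMSO only wells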
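Material: CHO cell line with stable XBP1 luciferase reporter; buffer or medium: F12 medium containing 10% fetal bovine serum; compound: single point, 20 µM final compound, 1% DMSO; incubation: 6 h treatment, 37 °C; measured by: glow luminescence from Steady-Glo reagent; evaluation: activation, % of tunicamycin; control set: tunicamycin high, DMSO low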
697 NFkB inh: lowers PMA/ionomycin-induced NF-kB signal in 697 B cells. 697 B-cell NF-kB luciferase reporter, 16 h. inhibition, % at 4 µM. 0.33% of 330,000 active; in the data active means inhibition above about 35%
tim23-1 inh: growth inhibitors of tim23-1 mutant yeast; S. cerevisiae tim23-1 growth, BacTiter-Glo luminescence, 24 h; inhibition, % at 20 µM; 1.3% of 330,000 active; AID 463212;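 active means growth inhibition of the mutant yeast at or above 50%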;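 further: temperature-sensitive mutant grown at 25 °C; plate controls were DMSO-treated mutant yeast for no effect and medium wells lacking yeast for full effect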
Mdm2-MdmX inh: inhibitors of human Mdm2/MdmX interaction. SaOS-2 split-luciferase Mdm2/MdmX complementation, luminescence. O15151+Q00987. 3% of 330,000 active. inhibition, % at 8 µM;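 active means inhibition of at least 50% at 8 µM in the primary screen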
Target sequence (O15151 whole entry, looked up): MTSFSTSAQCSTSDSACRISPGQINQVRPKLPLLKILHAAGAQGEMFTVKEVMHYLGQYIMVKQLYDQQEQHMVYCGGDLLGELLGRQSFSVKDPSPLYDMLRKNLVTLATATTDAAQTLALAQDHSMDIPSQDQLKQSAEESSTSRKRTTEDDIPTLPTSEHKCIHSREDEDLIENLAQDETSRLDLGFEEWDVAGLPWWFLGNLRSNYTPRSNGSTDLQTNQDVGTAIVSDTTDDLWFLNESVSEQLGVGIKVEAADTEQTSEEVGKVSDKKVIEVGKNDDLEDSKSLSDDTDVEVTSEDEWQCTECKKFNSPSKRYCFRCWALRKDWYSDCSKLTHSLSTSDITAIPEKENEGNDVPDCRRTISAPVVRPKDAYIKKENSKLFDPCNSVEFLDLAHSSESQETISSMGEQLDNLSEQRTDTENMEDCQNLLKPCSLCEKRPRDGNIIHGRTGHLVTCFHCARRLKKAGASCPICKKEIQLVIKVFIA
Target sequence (Q00987 whole entry, looked up): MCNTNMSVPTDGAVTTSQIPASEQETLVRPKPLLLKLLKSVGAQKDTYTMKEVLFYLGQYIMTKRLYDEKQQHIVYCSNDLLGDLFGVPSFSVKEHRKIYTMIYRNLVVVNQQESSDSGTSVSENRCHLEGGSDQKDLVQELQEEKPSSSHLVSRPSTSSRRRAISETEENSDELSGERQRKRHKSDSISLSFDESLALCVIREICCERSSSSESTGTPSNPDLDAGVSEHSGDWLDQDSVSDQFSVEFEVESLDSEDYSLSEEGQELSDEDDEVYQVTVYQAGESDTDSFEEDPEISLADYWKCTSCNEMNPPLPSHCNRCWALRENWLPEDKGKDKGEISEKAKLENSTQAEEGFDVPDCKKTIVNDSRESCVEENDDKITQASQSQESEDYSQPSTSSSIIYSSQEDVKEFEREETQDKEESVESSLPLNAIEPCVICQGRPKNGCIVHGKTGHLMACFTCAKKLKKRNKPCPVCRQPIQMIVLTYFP
TIM10 inh: inhibits growth of TIM10 yeast strain | S. cerevisiae TIM10 strain growth, BacTiter-Glo luminescence, 24 h | inhibition, % at 10 µM | 1.4% of 330,000 active | AID 463195;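 active means inhibition of 40% or more at the single tested concentration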;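 further: wild-type TIM10 isogenic control strain grown at permissive 25 °C; 0% = DMSO yeast wells and 100% = minimal medium wells without yeast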
tim10-1 inh: inhibits growth of tim10-1 mutant yeast. 2.2% of 330,000 active. inhibition, % at 20 µM. S. cerevisiae tim10-1 ts strain growth, BacTiter-Glo, 24 h;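 active means inhibition of at least 40%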;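 further: mutant grown at 25 °C; 0% = DMSO wells with yeast and 100% = wells holding no yeast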
Jurkat NFkB inh: lowers PMA/ionomycin-induced NF-kB signal in Jurkat cells; PMA/ionomycin-induced NF-kB luciferase reporter, luminescence; inhibition, % at 4 µM; 0.53% of 330,000 active; in the data active means inhibition above about 50%
Starred values were filed as active, the others as inactive; i = inactive.

SMILES	UPR CHOP act	XBP1 UPR activ	697 NFkB inh	tim23-1 inh	Mdm2-MdmX inh	TIM10 inh	tim10-1 inh	Jurkat NFkB inh
COCCn1c(C)cc(C(=O)Cn2nc(C(=O)O)c3ccccc3c2=O)c1C	-1.9	-3.4	-118.4	-7.6	9.6	10.7	1.2	-7.9
CCCC(C(=O)NNC(=O)c1ccncc1)c1ccccc1 (stereo unspecified)	0.5	-3.5	8.1	-9.2	7.9	-10.2	-2.2	7.5
CC(NC(=O)c1nn(C)c(=O)c2ccccc12)c1ccccc1 (stereo unspecified)	-2.3	-0.8	23.4	16.8	15.5	8.7	21.1	3.3
CCOC(=O)/C(C#N)=C/C=C1/C=CC=CN1C	4.0	4.8	-28.8	-6.4	11.8	-1.2	-13.2	-7.2
O=C(N/C(=C\c1ccc(O)cc1)C(=O)N1CCCCC1)c1ccccc1	-0.8	-4.7	21.6	-2.3	12.0	-3.5	3.4	0.7
COc1ccc(C(=O)CSc2nn3c(=O)c(C(C)(C)C)nnc3s2)cc1	-1.2	-3.6	5.9	6.6	24.9	14.5	18.0	-1.5
CCCn1c(N)c(C(=O)CSc2nc3ccccc3n2CCC#N)c(=O)n(C)c1=O	-0.1	2.4	8.8	0.5	3.9	8.8	8.9	-9.0
CCCCc1nc(SCC(=O)N2CCCCC2)c2c(=O)n(C)c(=O)n(C)c2n1	0.3	0.5	-12.7	26.0	8.4	-27.4	-2.0	-2.4
Cc1c(C(=O)Nc2ccc(S(N)(=O)=O)cc2)oc2ccc(Cl)cc12	0.8	-2.4	14.9	-28.1	-5.2	-5.1	-22.5	14.7
COc1ccc(NC(=O)COc2cccc3c2CCNC3=O)cc1	-0.2	3.5	15.4	12.7	15.5	-0.1	3.7	2.3
Cc1ccc(S(=O)(=O)Nc2nc(C)c(NC(=O)OCCCl)s2)cc1	-1.4	-0.1	10.3	-6.1	16.9	-2.7	19.5	14.8
COc1ccc(CN(Cc2cccn2C)S(=O)(=O)c2ccc(C)cc2)cc1	3.3	-1.8	0.3	26.5	2.8	23.9	17.1	11.3
Cc1c(C(=O)NCCSCc2c(F)cccc2Cl)cnn1-c1ccc(Cl)cc1	-0.7	1.1	-13.9	24.1	17.1	-16.2	12.1	-2.7
Nc1c(C=C2C=CC(=O)C=C2)c(=O)nc2snc(SCc3ccccc3)n12	-0.5	3.6	-21.6	14.4	-31.8	10.6	-5.2	-3.2
COC(=O)/C(=C\C(=O)c1ccc([N+](=O)[O-])cc1)Nc1ccc(OC)cc1	-0.2	0.4	16.4	-4.0	13.7	5.2	10.8	16.6
CC(=O)Nc1ccc(S(=O)(=O)Nc2ccc3c(c2)n(C)c(=O)n3C)c(C)c1	1.8	-2.4	17.5	-4.3	-16.3	11.0	-12.8	6.2
CCCNC(=O)CCc1c(C)nc2nc(-c3cc(OC)cc(OC)c3)nn2c1C	-0.4	1.2	-3.9	23.6	-18.8	-7.1	5.1	3.6
COc1ccccc1OCc1ccc(C(=O)NCC2CCCO2)cc1 (stereo unspecified)	0.1	-0.5	6.8	6.8	2.2	3.3	-5.0	-3.4
O=C(NC(=O)c1c(F)cccc1F)Nc1ccccc1SC(F)F	-1.9	3.2	7.4	25.7	3.1	7.1	-3.5	18.1
COc1ccccc1NC(=O)c1ccc(NC(=O)C2CC2C)cc1 (stereo unspecified)	2.6	4.0	-16.9	52.2*	-31.2	33.8	31.3	19.4
CCOc1cc(CNCc2ccc3c(c2)OCO3)ccc1OC	-0.8	-6.1	0.2	-1.7	20.4	-4.0	-12.2	-4.2
O=C(CSCc1ccc(Cl)cc1)Nc1cccc(C(=O)Nc2ccccc2C(=O)O)c1	1.3	-0.3	-10.4	-2.5	4.5	2.3	12.1	-2.3
O=C1CN(c2ccccc2)C(=S)N1C(=O)c1ccc(Br)cc1	7.7	1.3	-175.0	38.4	-79.0	13.2	19.2	-106.0
Cc1cc(=O)oc2cc(Oc3ccc([N+](=O)[O-])cc3C(F)(F)F)ccc12	-1.5	0.4	3.2	27.6	-8.2	8.8	28.8	-3.9
COc1ccc(NC(=O)N2CCn3c2nc2ccccc23)cc1	2.4	2.8	-4.5	37.5	-9.7	11.8	37.2	0.3

Remaining list, next part:
SMILES	UPR CHOP act	XBP1 UPR activ	697 NFkB inh	tim23-1 inh	Mdm2-MdmX inh	TIM10 inh	tim10-1 inh	Jurkat NFkB inh
Brc1ccc(-n2cc(-c3ccccc3)c3c(NN4CCOCC4)ncnc32)cc1	5.3	3.0	-69.0	18.3	6.9	19.2	23.4	33.9
COc1ccc2nc(N/C(N)=N/C(=S)Nc3cccc(C)c3)nc(C)c2c1	0.2	-0.3	-18.0	27.5	36.7	25.2	29.8	-42.7
CC1CN(C(=S)Nc2ccccc2)N(c2ccccc2)C1 (stereo unspecified)	1.0	-1.5	3.8	18.6	-34.9	31.9	37.6	9.8
Cc1nc2ccccc2nc1N1CCCC1	-0.3	0.7	20.1	10.8	11.4	-11.7	4.5	-3.3
C=CCN=C1N[C@@H](c2ccccc2)C(C(=O)OC)=C(C)N1CC	-1.1	1.6	2.0	7.8	6.2	4.7	3.9	-12.8
Cc1cccc(NC(=O)[C@H](Cc2c[nH]c3ccccc23)NC(=O)[C@@H]2Cc3ccccc3CN2)c1	0.3	-0.7	i	20.7	95.4*	1.0	5.4	-65.1
Cc1ccc(N(CC(=O)NC(C)(C)C)C(=O)CCC(=O)Nc2nccs2)cc1C	0.9	-4.0	6.1	-1.7	-5.5	-0.1	12.6	-15.0
CC(CCc1ccccc1)NC(=O)CN1CCc2ccccc2C1 (stereo unspecified)	2.1	-1.7	14.6	27.1	10.8	-11.0	29.8	-1.7
COc1ccc(S(=O)(=O)N2CCN(Cc3c[nH]c4ccccc34)CC2)cc1	1.1	-0.8	13.9	29.0	22.4	6.5	25.2	15.7
Cc1ccc(C)n1CCN1CCN(S(=O)(=O)c2ccc(F)cc2F)CC1	1.0	-1.8	2.7	5.9	12.8	1.7	6.0	7.4
CCCCn1c(SCC(N)=O)nc2c(sc3ccccc32)c1=O	-0.1	-0.2	-14.1	37.2	-11.9	-54.5	-12.0	-0.8
O=C(NC1CCCCCC1)C1CCC(CNS(=O)(=O)c2ccc(Br)s2)CC1 (stereo unspecified)	-0.7	-2.6	-12.9	-17.8	51.4*	-40.6	0.6	-7.8
Cc1ccc(C(=O)NCCc2ccc(F)cc2)s1	1.4	-1.0	-148.7	-14.9	-85.6	9.7	6.1	-136.8
CC1(C)N(O)CC(c2cccs2)=[N+]1[O-]	0.0	0.0	-22.3	25.0	-5.4	-8.3	-1.7	-19.9
O=C(Nc1ccccc1C(=O)NCCCN1CCOCC1)c1ccc(F)cc1	-1.2	-4.9	-11.3	-17.8	28.3	-3.8	-8.4	6.8
CSC1=NC2(CCCCC2)CC12C=CC(=O)C=C2	-0.5	5.2	-15.1	16.7	5.7	11.9	2.9	4.9
NC(=O)C1CCN(CC(O)COCc2ccccc2Cl)CC1 (stereo unspecified)	3.4	-0.4	4.6	2.2	-16.7	1.6	-15.4	-3.3
O=C(c1ccc2c(c1)OCO2)N1CCN(c2ccc(Cl)cc2)CC1	-1.4	-2.3	-14.2	32.4	30.9	22.9	31.2	-0.7
CCOC(=O)c1sc(NS(=O)(=O)c2ccccc2)nc1C	-0.4	-3.1	5.5	-13.8	4.6	1.4	-12.7	-23.5
COc1ccc(CNC(=O)[C@@H]2CC=C[C@@H]3CCN(C4CC4)C(=O)[C@@H]32)cc1	0.0	-0.8	37.2*	8.9	-19.3	-3.8	6.2	12.8
CCOc1ncccc1C(=O)OCC(=O)Nc1ccc(C(N)=O)cc1	-0.9	-1.6	9.1	-0.4	22.6	-20.2	-8.3	-17.8
CC1CCCC(NC(=O)CCNC(=O)c2ccc(Cl)cc2)C1C (stereo unspecified)	-1.5	-2.4	-3.9	5.7	11.7	-8.0	8.0	-10.9
O=C1CCC(=O)N(O)CCCCCNC(=O)CCC(=O)N(O)CCCCNC(=O)CCC(=O)N(O)CCCCCN1	1.0	2.2	11.6	12.6	25.4	-1.9	5.4	14.4
Cc1nn(-c2ccccc2)c(C)c1C(=O)NCc1cccs1	1.0	-1.0	6.7	11.0	14.1	7.0	21.6	-3.0
Cc1cc2c(NC3CCCCC3)ncnc2s1	-0.5	-6.2	-48.9	36.3	30.2	11.0	8.9	2.1

697 NFkB inh, entries above that show a hit
| smiles | XBP1 UPR activ | 697 NFkB inh | Mdm2-MdmX inh | TIM10 inh | tim10-1 inh | Jurkat NFkB inh |
| --- | --- | --- | --- | --- | --- | --- |
| COc1ccc(CNC(=O)[C@@H]2CC=C[C@@H]3CCN(C4CC4)C(=O)[C@@H]32)cc1 | -0.8 | 37.2* | -19.3 | -3.8 | 6.2 | 12.8 |

Additional compounds follow:
SMILES	UPR CHOP act	XBP1 UPR activ	697 NFkB inh	tim23-1 inh	Mdm2-MdmX inh	TIM10 inh	tim10-1 inh	Jurkat NFkB inh
Cc1cccc(NC(=O)COC(=O)CCc2c[nH]c3ccccc23)c1C	-2.5	-1.5	-2.2	24.7	-30.4	8.4	27.2	-0.7
COC(=O)C1=C(C)N(c2ccc(OC)cc2)C(=O)/C1=C\c1cccs1	-0.5	-1.7	-0.6	1.4	-18.1	0.6	17.3	-20.4
CC1(C)c2ccccc2-c2nc3ccccc3cc2C1O (stereo unspecified)	-0.6	-4.0	-16.6	24.7	-10.5	-7.8	30.1	-20.8
O=S(=O)(Nc1cccc(CCc2ccccn2)c1)c1cc(Cl)ccc1Cl	3.5	1.2	-12.4	32.0	0.6	6.6	24.0	-3.9
O=C(/C=C/c1ccccc1Cl)N(Cc1ccccc1)C1CCS(=O)(=O)C1 (stereo unspecified)	-0.1	1.9	17.9	-28.4	20.1	-34.7	-12.7	-7.6
Cc1cc(NC(=O)c2cc(C(C)(C)C)oc2C)no1	1.0	4.7	8.0	25.9	-10.1	1.9	-2.7	0.8
Cc1cccc(NC(=O)CCNS(=O)(=O)c2cccc3nonc23)c1	1.1	-2.1	7.8	10.3	-3.1	-8.1	-20.8	-10.2
Cc1ccc(NC(=O)c2nc3nccc(C)n3n2)cc1S(=O)(=O)N1CCCCC1	2.3	3.3	-35.1	21.4	-16.7	1.9	7.6	-31.1

Five entries already listed, sorted by heavy-atom count, smallest number first.
SMILES	UPR CHOP act	XBP1 UPR activ	697 NFkB inh	tim23-1 inh	Mdm2-MdmX inh	TIM10 inh	tim10-1 inh	Jurkat NFkB inh
CSC1=NC2(CCCCC2)CC12C=CC(=O)C=C2	-0.5	5.2	-15.1	16.7	5.7	11.9	2.9	4.9
O=C1CN(c2ccccc2)C(=S)N1C(=O)c1ccc(Br)cc1	7.7	1.3	-175.0	38.4	-79.0	13.2	19.2	-106.0
COc1ccccc1OCc1ccc(C(=O)NCC2CCCO2)cc1 (stereo unspecified)	0.1	-0.5	6.8	6.8	2.2	3.3	-5.0	-3.4
COc1ccc(CN(Cc2cccn2C)S(=O)(=O)c2ccc(C)cc2)cc1	3.3	-1.8	0.3	26.5	2.8	23.9	17.1	11.3
Cc1c(C(=O)NCCSCc2c(F)cccc2Cl)cnn1-c1ccc(Cl)cc1	-0.7	1.1	-13.9	24.1	17.1	-16.2	12.1	-2.7

Compounds as they come. Share with any hit: about 6.6%.
